GLD-1 RNA inh: GLD-1/TGE RNA complex disruptors, primary screen, biochemical, fluorescence polarization. 320,000 compounds, 0.44% hits. purified GLD-1 + fluorescein TGE RNA. Female germline-specific tumor suppressor gld-1 (Caenorhabditis elegans), Q17339. inhibition, % at 5.96 µM;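 active = percent inhibition above a per-plate cutoff, the plate mean of test compounds plus 3 SD, cut at about 30% in these data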;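 also: 0% = DMSO wells with GLD-1 and probe and 100% = wells lacking GLD-1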
Target sequence (Q17339 whole entry, looked up): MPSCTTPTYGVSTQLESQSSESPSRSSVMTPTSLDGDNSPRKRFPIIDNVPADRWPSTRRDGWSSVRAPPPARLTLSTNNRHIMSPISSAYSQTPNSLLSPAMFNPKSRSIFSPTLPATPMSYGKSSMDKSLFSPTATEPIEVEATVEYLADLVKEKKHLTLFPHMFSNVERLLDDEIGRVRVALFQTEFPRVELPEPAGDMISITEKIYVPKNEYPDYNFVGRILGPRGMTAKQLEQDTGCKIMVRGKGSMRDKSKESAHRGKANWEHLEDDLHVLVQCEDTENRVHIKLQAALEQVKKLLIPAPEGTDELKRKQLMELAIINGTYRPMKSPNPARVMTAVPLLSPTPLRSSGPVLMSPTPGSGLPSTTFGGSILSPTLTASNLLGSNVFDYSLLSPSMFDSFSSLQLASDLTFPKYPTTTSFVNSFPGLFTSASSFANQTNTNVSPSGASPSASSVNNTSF
MCL1 BIM primary: inhibitors of MCL1 binding to BIM-BH3, primary screen, biochemical, fluorescence polarization | Induced myeloid leukemia cell differentiation protein Mcl-1 (Homo sapiens), Q07820 | GST-MCL1 / FITC-Bim-BH3 fluorescence polarization | inhibition, % at 10.9 µM | 320,000 compounds, 0.68% hits | AID 2057, 2009;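 active = inhibition above the mean inhibition of all tested compounds plus 3 SD, set per campaign, cut at about 40% in these data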;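 also: 0% = DMSO wells and 100% = unlabeled Bim-BH3 peptide control; higher means more loss of mP so more displacement of Bim peptide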
Target sequence (Q07820 whole entry, looked up): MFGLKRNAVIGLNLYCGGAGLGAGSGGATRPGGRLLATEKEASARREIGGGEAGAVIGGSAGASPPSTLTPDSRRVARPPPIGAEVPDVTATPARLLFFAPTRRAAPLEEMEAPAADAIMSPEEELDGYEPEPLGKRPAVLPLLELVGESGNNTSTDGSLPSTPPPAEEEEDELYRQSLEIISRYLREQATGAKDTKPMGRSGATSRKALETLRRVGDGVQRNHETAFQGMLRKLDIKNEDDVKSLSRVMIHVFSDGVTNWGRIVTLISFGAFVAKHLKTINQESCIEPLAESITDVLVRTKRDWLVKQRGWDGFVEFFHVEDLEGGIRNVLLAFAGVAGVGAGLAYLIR
VLA-4 inh: inhibition in human VLA-4 binding assay, primary screen, VLA-4 allosteric modulator project, MLPCN library, flow cytometry, VLA-4 expressing cells | Integrin alpha-4 (Homo sapiens), P13612 | ligand binding flow cytometry | inhibition, % (about 7 µM as worked out from the volumes in the protocol) | 330,000 compounds, 0.2% hits; in the data active = inhibition above about 50%
GRK2 aptamer HTS: compounds blocking aptamer binding on GRK2 – biochemical, human GRK2, bead flow cytometry, HTS, primary screen. Beta-adrenergic receptor kinase 1 (Homo sapiens), P25098. FAM-aptamer displacement from GRK2. inhibition of aptamer binding, % at 10 µM. 330,000 compounds, 0.59% hits;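 active = inhibition of aptamer binding above 40%, roughly 3 SD of noise, on plates passing a quality check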;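 also: median bead fluorescence of bound FAM aptamer so fluorescent compounds give negative values; no value below 0 was filed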
MEX-5 binding: MEX-5 zinc finger RNA-binding disruptors – biochemical, C. elegans, fluorescence polarization, MLPCN library, primary screen; Zinc finger protein mex-5 (Caenorhabditis elegans), Q9XUB2; MEX-5/FITC-TCR2 RNA binding; hits give low values; activity score (negative = inhibition of binding), % at 10 µM; 300,000 compounds, 0.38% hits; AID 1832, 2009;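 active = inhibition past about -25% in most replicates, and total fluorescence under double the plate's negative control median, limit read from the data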;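 also: 0% = DMSO and -100% = 5 µM competing unlabeled TCR2 RNA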
Bcl-xL primary: inhibitors of human Bcl-xL, primary screen, biochemical, fluorescence polarization, HTS; 320,000 compounds, 0.7% hits; AID 2129, 2009; inhibition, % at 10.9 µM; GST-Bcl-xL / FITC-Bim BH3 peptide fluorescence polarization; Bcl-2-like protein 1 (Homo sapiens), Q07817;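 active = inhibition above the mean of all tested compounds plus 3 SD, cutoff set per campaign, cut at about 30% in these data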;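 also: 0% = DMSO wells and 100% = unlabeled Bim-BH3 peptide competitor; inhibitors lower millipolarization by displacing the labeled peptide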
Fam108B inh: mouse Fam108B serine hydrolase inhibitors, primary screen, counter-screen for RBBP9 inhibitor project, biochemical, fluorescence polarization | 300,000 compounds, 0.33% hits | recombinant Fam108B, FP-Rh probe fluorescence polarization | inhibition, % at 9.51 µM;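 active = inhibition above the screen mean inhibition plus 3 SD, computed separately per campaign, cut at about 18% in these data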;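 also: inhibitors lower polarization as less probe binds the enzyme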
CIT2-GFP yeast: modulators of CIT2-GFP expression in yeast, primary screen, S. cerevisiae, GFP fusion, multiplex flow cytometry, MLPCN library; 320,000 compounds, 0.065% hits; S. cerevisiae CIT2-GFP strain, 3 h; 100 means same as DMSO wells; GFP response vs DMSO, % at 10 µM;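 active = GFP response relative to DMSO above a set limit, near the screen mean plus 3 SD, cut at about 150% in these data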;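 also: ratio of well median GFP fluorescence to mean of DMSO wells on the plate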
AGP1-GFP MLPCN: modulators of AGP1-GFP expression in yeast TOR pathway, primary screen, cell-based, multiplex flow cytometry, S. cerevisiae, MLPCN library | 3 h; GFP as percent of DMSO wells | GFP response vs DMSO, % at 10 µM | 320,000 compounds, 0.02% hits | AID 2066, 2009;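 active = GFP response relative to DMSO above a set limit, near screen average plus 3 SD, cut at about 150% in these data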;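 also: median GFP channel fluorescence of the gated AGP1 strain per well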
* hit, by the source's call; . = no result given; [ ] = another dose, or the depositor's remark. The order is random. About 2.2% of those tested had a hit in this group.

Screens in order: Bcl-xL primary	MCL1 BIM primary	GLD-1 RNA inh	MEX-5 binding	VLA-4 inh	Fam108B inh	CIT2-GFP yeast	GRK2 aptamer HTS	AGP1-GFP MLPCN
> COc1ccc(-n2nc3c(c2NC(=O)C2CC2)CS(=O)(=O)C3)cc1
    7	1	-4	-0.5	-1	4	89	2	104
> O=C(NC1CCCc2ccccc21)c1cc(Cl)ccn1 (centres undefined)
    8	-1	2	-1.2	5	-3	89	37	100
> Cc1cc2ncc(C(=O)N=CN(C)C)cn2n1
    7	7	-1	0.5	10	5	95	0	102
> O=C(CSCc1ccc(Cl)cc1)NCC1CCCO1 (centres undefined)
    -4	-3	3	-0.9	-4	-1	99	4	99
> Cn1c(=O)cc(OCCCC(=O)NC2CCCC2)c2ccccc21
    2	-1	0	2.5	16	-1	105	0	102
> Cc1cccc(C(=O)Nc2cc(Cl)ccc2-n2cncn2)c1[N+](=O)[O-]
    -5	-13	8	-2.8	5	0	96	0	105
> CN(C)S(=O)(=O)c1cccc(NC(=S)N/N=C/c2cc(Br)ccc2O)c1
    1	1	-27	-2.7	-6	29*	108	0	98
> COC(=O)c1ccccc1NC(=O)Cn1c(CCC(=O)O)ccc1-c1cccs1
    -7	-11	-10	1.4	6	1	92	0	90
> CC(C)(C)c1ccc(C(=O)NNc2ncccc2-n2cccc2)cc1
    -1	7	2	1.0	9	-3	79	0	91
> O=S(=O)(Nc1ccccc1Cl)c1ccc2[nH]c(=S)oc2c1
    -34	-28	3	-2.1	10	-1	97	0	97
> COc1ccc(CCNC(=O)c2ccc(Cl)cc2Cl)cc1
    1	5	-9	-0.9	6	5	83	0	96
> CCCC(C)NC(=O)C1CCN(C(=O)C2CC(=O)N(c3ccc(C)cc3)C2)CC1 (centres undefined)
    -2	-7	4	0.7	18	3	103	0	91
> Cc1cc(NC(=O)c2ccc3c(c2)OCO3)ccc1NC(=O)c1ccco1
    0	0	5	-2.5	0	-3	98	1	99
> COc1ccc(OC)c(C(=O)COC(=O)C2CC3CCCC(C2)C3=O)c1 (centres undefined)
    1	-1	-9	-0.1	31	-5	103	3	100
> Cc1cc(=O)oc2cc(OCC(=O)c3ccccc3)ccc12
    5	4	1	-3.0	-3	-4	95	0	93
> COC(=O)CSc1nc2sc3c(c2c(=O)[nH]1)CCC3
    8	12	-2	1.4	-1	3	116	3	107
> CS(=O)(=O)N(CC(=O)N1CCCCCC1)c1ccc(Cl)cc1
    -6	-7	7	-0.2	1	4	104	1	108
> CC1CCN(c2ccc(NC(=S)NC(=O)c3ccco3)cc2)CC1
    0	4	-4	-0.4	23	-3	87	0	81
> COc1ccc(-n2cnc3ccccc32)cc1
    8	7	-2	0.6	-19	5	100	1	95
> O=C(NCc1ccccc1Br)c1ccncc1
    -1	6	9	-1.8	-7	-2	125	5	98
> O=C(NCc1cccnc1)c1ccc(CS(=O)(=O)c2ccc(Br)cc2)o1
    1	-3	0	1.2	-8	3	105	2	107
> O=c1[nH]c(CCl)nc2cc(-c3ccc(F)cc3)sc12
    0	-5	7	-12	5	-14	99	4	93
> C=CCNC(=O)COc1ccc(Br)cc1Cl
    5	0	8	-1.3	15	4	91	4	99
> CN(Cc1cccc(-n2cccn2)c1)C(=O)CCc1nnc(C2CCCCC2)o1
    4	4	-1	2.1	13	0	93	5	91
> COc1cc2nc(CCc3ccccc3)oc(=O)c2cc1OC
    3	2	3	-2.8	13	-1	103	0	100
> Cc1ccccc1C1=NC(c2ccc(F)cc2F)ON1 (centres undefined)
    5	6	11	-0.4	-11	0	105	2	102
> COC(=O)C(NC(=O)c1ccccc1Cl)(Nc1ncc(S(=O)(=O)c2ccc([N+](=O)[O-])cc2)s1)C(F)(F)F (centres undefined)
    -1	-1	9	0.9	9	6	89	0	101
> COc1ccc(CNC(=O)CC(NC(N)=O)c2ccccc2Cl)cc1OC (centres undefined)
    4	-5	-5	0.1	3	-4	104	4	98
> C=CCn1c(SCC(=O)Nc2ccc(F)cc2F)nc2c([nH]c3ccccc32)c1=O
    5	8	2	-0.8	8	-2	99	1	86
> CCNc1nc(Oc2ccc(Cl)cc2Cl)cc(C(F)(F)F)n1
    6	12	4	-0.2	1	2	101	0	100
> O=C(c1cc2ccccc2oc1=O)N(Cc1ccco1)CC1CCCO1 (centres undefined)
    0	-3	3	-0.1	7	0	.	6	103
> CC(=O)Nc1ccc(NC(=O)c2ccc(CN3CCc4ccccc4C3)cc2)cc1
    3	-8	2	1.1	30	-7	120	0	106
> COC(=O)Nc1ccc(S(=O)(=O)N2CCC(C(=O)N3CCCC(C)C3)CC2)cc1 (centres undefined)
    1	-1	2	3.4	2	6	88	0	89
> CCCCOc1ccc(C(=O)N/N=C/c2ccc(OCCN3CCCCC3)c(OC)c2)cc1
    2	-1	-4	2.2	-2	5	103	0	101
> COc1cccc(C(=O)Nc2ccc(-c3nc4ccccc4o3)c(O)c2)c1
    0	-1	-5	-6.2	9	-35	95	1	106
> CCn1c(SCC(=O)Nc2ccc(Br)cc2)nc2sc3c(c2c1=O)CCN(C)C3
    3	5	2	-1.7	12	-3	105	0	22
> CCOC(=O)Cc1csc(NC(=O)c2cccc(Cl)c2)n1
    3	2	3	-2.4	8	-3	77	0	98
> O=C(NNc1c2ccccc2nc2ccccc12)C12CC3CC(CC(C3)C1)C2
    5	3	-5	0.2	6	0	116	1	114
> Cc1cccc(OCCn2ccnc2)c1
    6	4	-5	2.7	-1	1	104	7	100
> CCCCNC(=O)OCCSCCS(=O)(=O)c1ccc(Cl)cc1
    -1	3	1	-1.6	6	3	89	0	101
> CCS(=O)(=O)c1ccc2c(c1)N(S(=O)(=O)c1cccs1)CC(C(=O)O)O2 (centres undefined)
    0	9	4	0.4	1	-1	125[may fluoresce green]	2	109[may fluoresce green]
> O=C1C(NS(=O)(=O)c2cccs2)=C(N2CCN(c3cccc(C(F)(F)F)c3)CC2)C(=O)c2ccccc21
    17	15	16	-0.9	8	9	99	3	96
> COc1ccc(NC(=O)/C(C#N)=C\C=C\c2ccco2)cc1
    12	8	4	-1.1	-5	2	98	1	94
> Cn1cc(P(=S)(N2CCOCC2)N2CCOCC2)cc1P(=O)(N1CCOCC1)N1CCOCC1
    8	8	-9	-2.7	13	3	102	0	108
> CC1CCCC(NC(=O)CCNS(=O)(=O)c2ccc(Br)cc2)C1C (centres undefined)
    4	0	3	0.0	52*	2	105	0	101
> O=c1o[nH]c(-c2ccccc2)c1C1=NCCCCC1
    2	0	-3	0.6	0	3	93	0	96
> CC(C)(Oc1ccc(Cl)cc1)C(=O)NCc1ccco1
    2	-4	1	3.5	-9	-2	101	3	98
> Clc1ccccc1-c1nnc2sc(-c3ccco3)nn12
    4	-4	6	-0.5	-27	2	105	2	95
> CCN(CC)CC(O)Cn1c2ccccc2c2ccccc21 (centres undefined)
    3	13	-1	0.8	7	5	108	0	106
> COc1ccccc1CCNC(=O)c1cc(COc2cccc(C(F)(F)F)c2)on1
    3	1	2	-1.0	14	-2	98	1	100
> Cc1ccc(/C(N)=N/OC(=O)CCCc2ccccc2)cc1
    -1	6	-1	2.8	-1	2	138	2	51
> Cc1ccc(NC(=O)c2nnn(-c3cccc(C(F)(F)F)c3)c2N)cc1
    5	-5	-4	4.1	7	3	101	4	104
> FC(F)(F)c1nc2ccccc2n2c(-c3ccc(Cl)cc3)nnc12
    0	-6	10	-6.0	-1	5	91	0	105
> COc1ccccc1NS(=O)(=O)c1cccc(NS(=O)(=O)c2ccc(Cl)c(C(=O)O)c2)c1
    .	.	8	.	-1	.	105	2	103
> O=C(COC(=O)COc1ccccc1)Nc1ccc(S(=O)(=O)N2CCOCC2)cc1
    -11	-7	-2	-1.2	11	-6	107	2	101
> Cc1ccc(-c2ccc3c(c2)S(=O)(=O)c2ccccc2C3=O)cc1
    -4	-5	5	1.7	20	2	90	2	87
> C1=C[C@@H]2CCN(Cc3ccccc3)Cc3cccc(c32)C1
    11	17	8	.	0	.	104	5	101
> O=S(=O)(c1ccccc1)c1nc(-c2ccccc2)oc1NCc1cccnc1
    6	5	1	0.3	17	0	106	1	110
> O=C(COc1coc(CN2CCc3ccccc3C2)cc1=O)Nc1cccc(Cl)c1
    3	3	-4	2.0	-13	2	112	0	105
> CCn1cc(C(=O)NCCN(C)CCc2ccccc2)c(=O)c2cc(S(=O)(=O)N(C)C)ccc21
    8	8	1	-2.4	-11	-3	103	1	110

Screening results as filed in PubChem BioAssay.
